Screening data (PubChem)
HPDE-C7 viability = cytotoxicity in HPDE-C7 cells, cell-based, fluorescence, HTS (AID 430); one-dose cytotoxicity, % at 10 µM; EC50 in µM for titrated hits; 63,000 compounds, 1.8% hits; HPDE-C7 pancreatic duct cells viability, fluorescence; higher % means a stronger effect;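 also: cells exposed to compound for 48 hours before viability readout; 0% = vehicle and 100% = reference cytotoxic drug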
Alkaline phosphatase = human TNAP enzyme inhibitors, biochemical, luminescent (AID 518); purified TNAP enzyme, luminescent substrate readout; higher % means a stronger effect; one-dose inhibition, % at 20 µM; IC50 in µM for titrated hits; 64,000 compounds, 0.09% hits; in the data active = a potency from the dose series; inactive = the rest, 99 in 100 with inhibition below about 22%;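 also: plate controls were vehicle for no effect and reference inhibitor for full effect; many of its hits are not listed in these tables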
LYP inhibition = LYP phosphatase inhibitors, primary screen, biochemical, DiFMUP fluorescence, recombinant catalytic domain, 10 µM (AID 606); recombinant LYP catalytic domain, DiFMUP fluorescence; higher % means a stronger effect; inhibition, % at 10 µM, or IC50 in µM where a hit was titrated; 52,000 tested, under 10 active;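 active = IC50 under 40 µM in the dose-response test; inactive = IC50 of 40 µM or more, or never dose-tested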
KRASV12 cytotoxicity = viability loss of HPDE-C7K cells – cell-based, fluorescence, HTS, primary screen (AID 431) | HPDE-C7K KRASV12 cells, Alamar Blue viability, 48 h; higher % means a stronger effect | cytotoxicity, % at 10 µM; hits with a dose series show EC50 in µM | 63,000 compounds, 1.7% hits;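 active = compounds whose percent cytotoxicity in the single-dose primary screen, scaled between solvent and toxic-drug controls, exceeds 50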;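 also: 0% = DMSO solvent wells and 100% = doxorubicin-treated wells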
Spn DPM-DC inh = blocks S. pneumoniae diphosphomevalonate decarboxylase; calls only at 10 µM; purified DPM-DC, PK/LDH coupled NADH fluorescence; 65,000 compounds, 0.49% hits;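 active = the 320 compounds with the highest percent inhibition in the single-dose primary screen, excluding strongly autofluorescent ones, cut at about 32% in these data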;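 also: kinetic rate of NADH fluorescence loss reporting ADP formed by the decarboxylase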
Bfl-1 displacement = displacement of Bid BH3 peptide from Bfl-1 – biochemical, fluorescence polarization, FITC-Bid, mouse, primary screen (AID 432); FITC-Bid BH3 peptide fluorescence polarization displacement; higher % means a stronger effect; 64,000 compounds, 0.02% hits; one-dose displacement, % at 20 µM; IC50 in µM for titrated hits; in the data active = a potency from the dose series; inactive = the rest, 99 in 100 with displacement below about 15%; also: strong numbers were not always called active
Spn MK inh = S. pneumoniae mevalonate kinase inhibition; purified MK, PK/LDH-coupled NADH absorbance 340 nm; inhibition, % at 10 µM; 65,000 compounds, 0.48% hits;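 active = ranked among the strongest by inhibition in the single 10 µM screen, a fixed top-ranked set picked for dose follow-up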; also: no value below 0 was filed
HT1080 viability = HT1080 cell viability loss – fluorescence readout (AID 620); 87,000 compounds, 0.42% hits; HT1080 viability, fluorescence; higher % means a stronger effect; cytotoxicity, % at 10 µM, or EC50 in µM where a hit was titrated;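 also: cells exposed to compound overnight then 4 h with Alamar Blue; 0% = vehicle DMSO and 100% = killing control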
PMK inhibit = blocks S. pneumoniae phosphomevalonate kinase. purified PMK, PK/LDH-coupled NADH absorbance 340 nm. inhibition, % at 10 µM. 65,000 compounds, 0.49% hits. AID 539;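 active = top-ranked compounds by inhibition in the single 10 µM screen, taking a fixed number of the strongest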;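 also: 0% = full reaction with DMSO carrier and 100% = background rate without enzyme reaction; no value below 0 was filed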
PMK inhibit pilot replicates = second read-out of PMK inhibit, no call of its own (marks repeat the call); inhibition, %; measured here: pilot screen replicates
Spn MK inh pilot replicates = further read-out of Spn MK inh, marked with its call; inhibition, %; measured here: pilot screen replicates
Spn DPM-DC inh pilot screen % = also measured in Spn DPM-DC inh; calls as there; inhibition, %; measured here: pilot screen trials
Active calls of the source: *; i = inactive; . = not tested or not shown; + = active, no number. Rule as the data show it, unless noted: active = cytotoxicity above about 50%; inactive = the rest.

SMILES	HPDE-C7 viability	Alkaline phosphatase	LYP inhibition	KRASV12 cytotoxicity	Spn DPM-DC inh	Spn DPM-DC inh pilot screen %	Bfl-1 displacement	Spn MK inh	Spn MK inh pilot replicates	HT1080 viability	PMK inhibit	PMK inhibit pilot replicates
COc1ccc(-c2noc(CSc3nc(N)c(-c4ccccc4)c(=O)[nH]3)n2)cc1OC	-9.0%	10.3%	12.8%	-8.1%	i	0.5	-4.4%	4.0	0.0	1.9%	11.0	0.0
CC1(C)NC(=O)N(CC(O)CN2CCCCC2)C1=O (centres undefined)	4.9%	15.6%	10.6%	14.3%	i	2.5	-6.2%	10.0	1.5	1.0%	10.0	5.0
O=C(CSc1nc(-c2ccco2)cc(C(F)(F)F)n1)NCCCn1ccnc1	-8.3%	22.2%	13.4%	4.0%	i	4.0	-10.5%	8.0	0.5	0.1%	0.0	0.0
COc1ccc(OC)c2sc(NC(=O)c3ccc(Cl)s3)nc12	4.6%	14.7%	13.8%	5.1%	i	.	-6.2%	5.0	.	-2.1%	5.0	.
CCn1nccc1C(=O)Nc1cc(Cl)ccc1Cl	-48.0%	6.4%	17.9%	-7.3%	i	1.0	-6.7%	0.0	0.0	-3.1%	10.0	8.0
Cc1ccc(S(=O)(=O)CCC(=O)OCC(=O)Nc2cc(C)on2)cc1	-14.2%	1.0%	-7.9%	-22.1%	i	.	-3.8%	7.0	.	3.1%	17.0	.
COc1ccc(C(=O)COC(=O)CN2C(=O)NC(C)(C)C2=O)cc1OC	-11.0%	2.9%	4.6%	-3.3%	i	.	2.6%	7.0	.	-5.9%	20.0	.
COC(=O)CSc1nc(NC(C)C)nc(N2CCOCC2)n1	-2.2%	13.5%	16.0%	-0.9%	i	.	-2.6%	10.0	.	-0.6%	12.0	.
O=P(O)(O)CCP(=O)(c1ccccc1)c1ccccc1	0.5%	5.1%	6.7%	0.9%	i	.	0.7%	.	.	22.3%	11.0	.
O=C1c2ccccc2C(O)(Cc2ccccc2)N1Cc1ccco1 (centres undefined)	10.0%	24.3%	15.2%	19.0%	i	0.0	1.1%	5.0	0.0	4.6%	0.0	3.5
COCCNC(=O)CSCc1nc(-c2ccc(SC)cc2)oc1C	.	.	8.0%	.	i	.	.	7.0	.	-2.8%	13.0	.
Cn1c(=O)c(-c2ccccc2)nn2c3ccccc3nc12	-4.7%	9.3%	3.5%	2.6%	i	2.0	3.2%	6.0	0.0	4.6%	14.0	5.0
O=C(Nc1nccs1)c1cnccn1	3.0%	0.9%	15.8%	-0.3%	i	.	-0.1%	3.0	.	-2.9%	18.0	.
CCn1c(SCC(=O)OCc2ccccc2)nc2c1c(=O)n(C)c(=O)n2C	-5.0%	4.4%	15.4%	-6.1%	i	.	-0.5%	.	.	-2.3%	7.0	.
O=C(NO)c1ccccc1O	7.0%	1.5%	6.7%	-2.5%	i	3.0	1.7%	7.0	3.0	4.3%	4.0	1.5
O=C(c1ccc(S(=O)(=O)N2CCOCC2)cc1)N1CCN=C1SCc1cccnc1	-12.8%	5.1%	0.5%	-1.7%	i	.	-7.4%	6.0	.	6.9%	14.0	.
Cc1ccc(C(=O)N2CCN(c3ccc(NC(=O)c4cccnc4)cc3)CC2)cc1	-15.5%	12.5%	.	-0.6%	i	.	-7.0%	4.0	.	-16.6%	2.0	.
Cc1c(O)c(CN2CCCC2)cc2c1oc(=O)c1ccccc12	2.4%	12.3%	-8.4%	11.3%	i	.	-5.5%	2.0	.	-14.2%	3.0	.
O=C(CN1CCC(NC(=O)c2ccc(F)cc2)CC1)NCc1ccccc1F	-5.6%	11.9%	12.7%	6.2%	i	0.0	12.4%	3.0	0.0	6.1%	13.0	2.0
Cc1cc(NCCCN)nc(-c2ccccc2O)n1	16.4%	4.2%	.	22.2%	i	.	2.1%	12.0	.	-4.1%	7.0	.
CC(C)(C)OC(=O)N1Cc2ccccc2C[C@H]1C(=O)O	-13.2%	7.5%	.	-7.0%	i	.	-4.4%	1.0	.	-3.4%	3.0	.
COc1cccc(C(=O)Nc2c3c(nn2-c2ccccc2C)CS(=O)C3)c1OC (centres undefined)	-0.6%	0.3%	6.2%	0.9%	i	.	-2.1%	0.0	.	1.9%	13.0	.
O=C(NCCN1CCN(c2ccccc2F)CC1)C1CC(=O)N(C2CCCC2)C1 (centres undefined)	.	2.3%	17.6%	.	i	.	-5.7%	2.0	.	7.0%	14.0	.
Cc1ccc(-c2noc(CCC(N)=O)n2)cc1	1.5%	9.2%	18.7%	6.2%	i	.	-2.8%	6.0	.	-9.5%	2.0	.
Cc1ccccc1NC(=O)c1cnn(-c2ccccc2)c1NC(=O)c1ccco1	-12.8%	4.2%	9.4%	-12.8%	i	.	-5.5%	3.0	.	3.6%	9.0	.
Cc1cc(C)nc(SCC(=O)Nc2ncc3c(n2)CCCC3=O)n1	-2.8%	8.7%	.	-1.4%	i	1.0	-3.4%	0.0	0.0	11.3%	2.0	0.0
C=CCOc1ccc(/C(CC)=N/O)c(OC)c1	5.1%	9.8%	11.1%	0.1%	i	0.0	-5.6%	6.0	0.0	9.9%	10.0	1.5
CCOC(=O)C1CCN(c2c(NCCCN(CC)c3ccccc3)c(=O)c2=O)CC1	-0.5%	14.1%	3.4%	-9.0%	i	0.0	-9.6%	9.0	5.0	-2.7%	8.0	0.5
CCOC(=O)CSc1nnc([C@@H](NC(=O)OC(C)(C)C)C(C)C)o1	8.2%	-12.1%	-2.9%	13.4%	i	.	4.6%	4.0	.	-5.6%	0.0	.
COc1ccccc1OCC(O)Cn1nc(C)cc1C (centres undefined)	5.3%	0.6%	.	8.0%	i	.	3.8%	4.0	.	-3.2%	12.0	.
O=C1CCC(=O)N1CN(C(=O)c1ccco1)c1ccc(Cl)c(Cl)c1	-4.3%	8.4%	3.0%	7.8%	i	.	-2.3%	0.0	.	-4.5%	8.0	.
COc1ccc(-c2cc(C(F)(F)F)nc(SCCC(=O)Nc3cc(C)on3)n2)cc1	.	.	17.8%	.	+	.	.	13.0	.	1.9%	8.0	.
N#CCCn1ncn(-c2ccccc2)c1=S	-6.5%	6.2%	0.7%	-3.7%	i	.	-6.8%	5.0	.	-9.6%	5.0	.
O=C(Nc1ccc(N2CCCCC2)cc1)c1ccc(F)cc1	23.5%	14.2%	2.1%	24.5%	i	0.5	-0.1%	7.0	2.5	5.4%	8.0	2.0
CC(Sc1nc(N2CCOCC2)nc(N2CCOCC2)n1)C(=O)Nc1ccccc1 (centres undefined)	.	5.0%	2.4%	.	i	.	7.4%	3.0	.	8.5%	14.0	.
CCOC(=O)CCSc1nc2c(c(C(F)(F)F)c1C#N)CCC2	-21.0%	1.7%	-1.7%	-18.2%	i	.	-2.4%	0.0	.	-6.7%	0.0	.
CCCN(C(=O)Cc1nc(N)n[nH]1)C1(C(=O)Nc2c(C)cccc2C)CCCCC1	-7.4%	-11.1%	.	1.7%	i	.	5.2%	2.0	.	-4.7%	18.0	.
NC(=O)c1c(N)sc2c1CCCC2	0.0%	10.3%	1.9%	-0.1%	i	.	4.7%	0.0	.	-3.2%	10.0	.
CC(=O)c1cccc(NC(=O)C2CCN(S(=O)(=O)c3ccc(F)cc3)CC2)c1	-10.6%	1.8%	.	-6.5%	i	.	-1.7%	6.0	.	-3.9%	6.0	.
O=C(NCc1ccc2c(c1)OCO2)c1ccncc1	4.6%	2.2%	-22.7%	2.5%	i	.	15.8%	10.0	.	-0.8%	13.0	.

Complete entries, looked up by structure. Screens in order: HPDE-C7 viability	Alkaline phosphatase	LYP inhibition	KRASV12 cytotoxicity	Spn DPM-DC inh	Spn DPM-DC inh pilot screen %	Bfl-1 displacement	Spn MK inh	Spn MK inh pilot replicates	HT1080 viability	PMK inhibit	PMK inhibit pilot replicates
O=C(Nc1nccs1)c1cnccn1 is listed as 3.0%	0.9%	15.8%	-0.3%	i	.	-0.1%	3.0	.	-2.9%	18.0	.
COc1ccc(C(=O)COC(=O)CN2C(=O)NC(C)(C)C2=O)cc1OC is listed as -11.0%	2.9%	4.6%	-3.3%	i	.	2.6%	7.0	.	-5.9%	20.0	.
COc1cccc(C(=O)Nc2c3c(nn2-c2ccccc2C)CS(=O)C3)c1OC (centres undefined) is listed as -0.6%	0.3%	6.2%	0.9%	i	.	-2.1%	0.0	.	1.9%	13.0	.
COc1ccc(-c2noc(CSc3nc(N)c(-c4ccccc4)c(=O)[nH]3)n2)cc1OC is listed as -9.0%	10.3%	12.8%	-8.1%	i	0.5	-4.4%	4.0	0.0	1.9%	11.0	0.0

Going on with the list:
SMILES	HPDE-C7 viability	Alkaline phosphatase	LYP inhibition	KRASV12 cytotoxicity	Spn DPM-DC inh	Spn DPM-DC inh pilot screen %	Bfl-1 displacement	Spn MK inh	Spn MK inh pilot replicates	HT1080 viability	PMK inhibit	PMK inhibit pilot replicates
Oc1ccc(CNc2ccccc2F)c2cccnc12	-4.7%	-1.6%	5.5%	5.5%	i	.	4.8%	0.0	.	7.5%	10.0	.
O=c1[nH]c(SCc2cc(=O)n3ccccc3n2)nc2c1CCC2	-14.0%	6.7%	8.3%	-9.8%	i	5.0	11.1%	4.0	1.5	18.1%	5.0	2.5
CCOc1ccccc1OCC(=O)O	4.2%	6.7%	13.2%	6.8%	i	.	-2.7%	4.0	.	3.0%	6.0	.
CCOC(=O)c1c(C)oc2c1c(C(c1ccncc1)N1CCOCC1)c(O)c1ccccc12 (centres undefined)	.	.	0.1%	.	i	4.0	.	5.0	2.0	0.3%	8.0	2.5
CSc1nsc(SC)c1C(=O)NCCNS(=O)(=O)c1ccc(C)cc1	.	.	13.8%	.	i	.	.	11.0	.	-2.4%	2.0	.
CCc1sc(C(=O)NCc2cc(C)n(C)n2)cc1Br	3.9%	-3.4%	2.1%	-10.4%	i	.	-5.2%	9.0	.	5.1%	12.0	.
CCOC(=O)NC(Nc1sc2c(c1C(N)=O)CCCC2)(C(=O)OCC)C(F)(F)F (centres undefined)	0.6%	-10.3%	.	2.0%	i	.	6.4%	0.0	.	.	7.0	.
O=C(NCc1ccc(F)cc1)C1CC(=O)N(CCc2ccccc2)C1 (centres undefined)	3.7%	10.7%	.	5.8%	i	.	-2.7%	3.0	.	3.0%	11.0	.

Molecules above that have a Cl atom:
SMILES	HPDE-C7 viability	Alkaline phosphatase	LYP inhibition	KRASV12 cytotoxicity	Spn DPM-DC inh	Spn DPM-DC inh pilot screen %	Bfl-1 displacement	Spn MK inh	Spn MK inh pilot replicates	HT1080 viability	PMK inhibit	PMK inhibit pilot replicates
COc1ccc(OC)c2sc(NC(=O)c3ccc(Cl)s3)nc12	4.6%	14.7%	13.8%	5.1%	i	.	-6.2%	5.0	.	-2.1%	5.0	.
CCn1nccc1C(=O)Nc1cc(Cl)ccc1Cl	-48.0%	6.4%	17.9%	-7.3%	i	1.0	-6.7%	0.0	0.0	-3.1%	10.0	8.0
O=C1CCC(=O)N1CN(C(=O)c1ccco1)c1ccc(Cl)c(Cl)c1	-4.3%	8.4%	3.0%	7.8%	i	.	-2.3%	0.0	.	-4.5%	8.0	.
